Screens from PubChem.
H9c2 TAG inh: triacylglycerol accumulation inhibition. 0.66% of 230,000 active. H9c2 cells, Nile Red lipid (TAG) fluorescence; cells loaded with 200 µM oleic acid. inhibition, % at 12.5 µM;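 active = pattern-corrected inhibition of lipid staining of at least 50% with the nuclear-stain viability signal not falling by more than 50%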;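 also: 0% = DMSO wells and 100% = triacsin C control wells; some results filed as inactive read as strong as hits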
H9c2 TAG inh DAPI viability: second read-out of H9c2 TAG inh, no call of its own (marks repeat the call); DAPI nuclei signal change (viability), lower = more cytotoxic, %;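 whole-well DAPI fluorescence read on a plate reader as a viability signal; minus 50 percent equals half of cells still viable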
* marks the source's active call; other numbers are inactive results.

Start of the data: the first 6 records, ahead of the listing:
structure | H9c2 TAG inh | H9c2 TAG inh DAPI viability
CCOc1cc(C2CC(=O)Nc3cc(C)c(C)cc32)ccc1O (stereo unspecified) | 16 | -9
COc1ccc(O)c(CN2CCCC(N3CCc4ccccc4C3)C2)c1 (stereo unspecified) | -1 | 8
CC(C)(C)c1ccc(OCCCC(=O)Nc2ccc(S(N)(=O)=O)cc2)cc1 | 2 | 1
C[C@H](CO)N1C[C@H](C)[C@@H](CN(C)S(=O)(=O)c2ccc(F)cc2)Oc2c(NS(=O)(=O)c3ccccc3)cccc2C1=O | 5 | -1
CCCCCCCNC(=O)C1(CC2CC(c3ccc(Cl)cc3)=NO2)CCN(C(=O)OC(C)(C)C)CC1 (stereo unspecified) | 5 | -2
O=C(COC(=O)c1cc(Cl)ccc1O)Nc1ccc2c(c1)OCCO2 | 1 | -8

This part in full, from the first entry:
structure | H9c2 TAG inh | H9c2 TAG inh DAPI viability
CCOc1cc(C2CC(=O)Nc3cc(C)c(C)cc32)ccc1O (stereo unspecified) | 16 | -9
COc1ccc(O)c(CN2CCCC(N3CCc4ccccc4C3)C2)c1 (stereo unspecified) | -1 | 8
CC(C)(C)c1ccc(OCCCC(=O)Nc2ccc(S(N)(=O)=O)cc2)cc1 | 2 | 1
C[C@H](CO)N1C[C@H](C)[C@@H](CN(C)S(=O)(=O)c2ccc(F)cc2)Oc2c(NS(=O)(=O)c3ccccc3)cccc2C1=O | 5 | -1
CCCCCCCNC(=O)C1(CC2CC(c3ccc(Cl)cc3)=NO2)CCN(C(=O)OC(C)(C)C)CC1 (stereo unspecified) | 5 | -2
O=C(COC(=O)c1cc(Cl)ccc1O)Nc1ccc2c(c1)OCCO2 | 1 | -8
Cn1nc(C(F)(F)F)c(-c2cccc(C(F)(F)F)c2)c1NC(=O)c1cccnc1 | -2 | -2
O=C(Nc1cccc(C(=O)O)c1)/C(=C\c1ccc2c(c1)OCO2)NC(=O)c1ccccc1Cl | -12 | 7
CC(C)n1cc(CN2CCN(CCc3ccccc3)C(CCO)C2)cn1 (stereo unspecified) | -11 | 4
COc1ccc(NC(=O)CSc2nnc(C)n2N)cc1S(=O)(=O)N1CCCCC1 | -5 | 6
CNc1nc(Nc2ccc(C)cc2C)c2sccc2n1 | -35 | 8
CCOc1ccc(S(=O)(=O)Nc2ccc(C(=O)NCC(C)(C)N3CCOCC3)cc2)cc1 | -9 | 0
Cc1cccc(CNC(=O)CC2C(=O)NCCN2C2CCCC2)c1 (stereo unspecified) | -3 | -5
CCC(C)C(NC(N)=O)C(=O)Nc1ccc(S(=O)(=O)Nc2ccc(OC)cc2)cc1 (stereo unspecified) | -8 | 7
O=C(O)/C=C/c1cnc2ccccc2n1 | -4 | -3
CCc1cccc(Nc2cc(C)nc3nc(C)nn23)c1 | 7 | -4
O=C(N/N=C/c1ccc(OC2CSC2)cc1)c1ccc(CN2CCOCC2)cc1 | -22 | -4
CCC(=O)NNc1nc2c(Cl)cccc2s1 | 1 | 14
O=C(CNC(=O)c1nc[nH]c1C(=O)NCc1ccccc1)OCc1ccccc1 | 12 | -13
CC(=O)N(Cc1ccc(F)cc1)c1cccc(C)c1C | 4 | 3
O=C(Nc1ccccc1N1CCCCC1)c1ncoc1-c1cccc(F)c1 | 30 | -3
C/C(=N/NS(=O)(=O)c1cccc([N+](=O)[O-])c1)c1c[nH]c2ccccc12 | 6 | 2
O=S(=O)(c1ccccc1)[C@@]1(c2ccc(Br)cc2)C[C@@H]2ON=C(c3ccccc3)[C@@H]2C1 | -25 | -1
Cc1ccc(OCC(=O)NCC2CCCO2)c(C)c1 (stereo unspecified) | 17 | -9
Cc1ccc(CCNC(=O)C2CCN(S(=O)(=O)c3ccc4c(c3)CCC(=O)N4)CC2)cc1 | -1 | -8
CCOC(=O)c1cnc2cc(-c3ccc(C(C)(C)C)cc3)nn2c1N | -9 | 2
COc1ccc2nc(SC(C)C(=O)NCC(=O)Nc3ccc(F)c(F)c3F)[nH]c2c1 (stereo unspecified) | -2 | -3
C=C(C)C(=O)NNc1ccccc1 | 1 | -3
CCOC(=O)C1(Cc2cccc(F)c2)CCN(CC2CC2)CC1 | -4 | 11
CCN(CC)c1ccc(S(=O)(=O)N2CCOCC2)cc1NC(=O)CN1CCc2ccccc2C1 | -4 | -2

Looked up by structure from above (6):
structure | H9c2 TAG inh | H9c2 TAG inh DAPI viability
CCC(=O)NNc1nc2c(Cl)cccc2s1 | 1 | 14
Cc1ccc(CCNC(=O)C2CCN(S(=O)(=O)c3ccc4c(c3)CCC(=O)N4)CC2)cc1 | -1 | -8
CC(=O)N(Cc1ccc(F)cc1)c1cccc(C)c1C | 4 | 3
CCc1cccc(Nc2cc(C)nc3nc(C)nn23)c1 | 7 | -4
Cc1cccc(CNC(=O)CC2C(=O)NCCN2C2CCCC2)c1 (stereo unspecified) | -3 | -5
Cc1ccc(OCC(=O)NCC2CCCO2)c(C)c1 (stereo unspecified) | 17 | -9

Carrying on.
structure | H9c2 TAG inh | H9c2 TAG inh DAPI viability
COc1ccccc1N1CCN(C(=O)c2c(-c3ccccc3Cl)noc2C)CC1 | -14 | 6
CCOC(=O)c1cc(-c2nnc(-c3cc(OC)c(OC)c(OC)c3)o2)c(C)nc1C | 36 | -9
Cc1cc(C)c(NC(=O)CSc2nc(=O)n(CCN3CCOCC3)c3c2CCCC3)c(C)c1 | 7 | -2
CCCOc1ccc(N2C(=O)CC(N(CCc3ccc(OC)cc3)C(=O)c3ccccc3)C2=O)cc1 (stereo unspecified) | -7 | -3
CCOC(=O)Nc1ccc2c(CN3CCN(S(=O)(=O)c4ccc(C(C)C)cc4)CC3)cc(=O)oc2c1 | 2 | -4
COc1ccc(-n2c(=O)[nH]cc(C(=O)Nc3ccc4c(c3)OCCO4)c2=O)cc1 | 14 | -6
COc1ccc(-c2csc(NC(=O)c3ccc(N4C(=O)CCC4=O)cc3)n2)cc1 | -3 | 14
COC(=O)C1CCN(c2cc(=O)n(C3CCCCC3)c(=O)[nH]2)CC1 | 7 | -16
COc1ccc(S(=O)(=O)Nc2ccc(S(=O)(=O)N3CCOCC3)cc2)cc1 | -6 | -3
CC(C)N1CCCC(C)(C(=O)Nc2ccc3c(c2)OCO3)C1 (stereo unspecified) | 9 | -1
CSc1nc2ccc(NC(=O)c3c(F)cccc3F)cc2s1 | -11 | 2
O=C(c1cccc2ccccc12)C1CCCN(C(=O)C2CCOCC2)C1 (stereo unspecified) | -4 | 0
CC(NC(=O)c1ccc(Br)o1)c1ccccc1 (stereo unspecified) | -3 | 11
CCOc1ccc(NC(=O)c2cc(S(=O)(=O)N3CCOCC3)cn2C)cc1 | 8 | 5
Cc1occc1C(=O)Nc1cccc(Cl)c1Cl | -2 | -3
COc1ccc(Cn2c(=O)[nH]c3cc(C(=O)NCCCOC(C)C)ccc3c2=O)cc1 | 5 | -7
C/C(=N\NC(=O)CCCC(=O)O)c1c(-c2ccccc2)c2cc(Cl)ccc2[nH]c1=O | 9 | 3
Cc1nnc2ccc(-c3cccc(NS(C)(=O)=O)c3)nn12 | 21 | -5
c1ccc2c(c1)nc(N1CCOCC1)c1nncn12 | 19 | -12
CCN1C(=O)N[C@@H](c2ccccc2)[C@H](C(=O)OC)[C@H]1C | 0 | -5
O=C(CN1C(=O)NC2(CCCCC2)C1=O)Nc1ccc2c(c1)CCC2 | 9 | -15
COC(=O)c1cnn(-c2ccccc2)c1N | 3 | 6
O=C(c1sc2ccccc2c1Cl)N1CCN(c2ccccn2)CC1 | 4 | 5
O=[N+]([O-])c1ccc(NN=Cc2ccc3c(c2)OCO3)nc1 | -2 | -2
O=C(COC(=O)c1cccc(C(=O)OCC(=O)c2ccc(Br)cc2)n1)c1ccc(Br)cc1 | 1 | -10
COc1ccc(-n2cc([N+](=O)[O-])c(=O)c3ccc(Cl)cc32)cc1 | 9 | -2
Cc1cc(C(F)(F)F)nn1CC(=O)N(C)C1CCCCC1 | -9 | -4
O=C(O)c1ccc([N+](=O)[O-])c(CS(=O)(=O)c2ccc(Cl)cc2)c1 | 5 | -4
O=S(=O)(NCC(c1cccnc1)N1CCN(Cc2ccccc2)CC1)c1ccccc1 (stereo unspecified) | -12 | 8
C(=N\c1c(-c2ccccc2)nc2n1CCS2)/c1ccccc1 | 17 | -12

Some of the entries so far, with values under each structure:
Below each SMILES: H9c2 TAG inh | H9c2 TAG inh DAPI viability
CSc1nc2ccc(NC(=O)c3c(F)cccc3F)cc2s1
    -11 | 2
COc1ccc(-n2c(=O)[nH]cc(C(=O)Nc3ccc4c(c3)OCCO4)c2=O)cc1
    14 | -6
O=C(O)c1ccc([N+](=O)[O-])c(CS(=O)(=O)c2ccc(Cl)cc2)c1
    5 | -4
COc1ccc(S(=O)(=O)Nc2ccc(S(=O)(=O)N3CCOCC3)cc2)cc1
    -6 | -3
COc1ccccc1N1CCN(C(=O)c2c(-c3ccccc3Cl)noc2C)CC1
    -14 | 6

Additional results
structure | H9c2 TAG inh | H9c2 TAG inh DAPI viability
COc1cccc(C2CC(c3ccc(C)cc3)Nc3nc(N)nn32)c1 (stereo unspecified) | -5 | -5
CCNC(=S)Nc1ccc(Cl)cc1 | 0 | 7
Cc1cccc(C)c1NC(=O)CS(=O)CC(=O)NCC1OCCc2ccccc21 (stereo unspecified) | 11 | -27
C=CCOc1c(CNC2CCCC2)cc(Cl)cc1OC | 10 | -8
CCOC(=O)c1ccc(NS(=O)(=O)c2cc3c4c(c2)CCN4C(=O)CC3)cc1 | -2 | -3
O=C(c1cn(Cc2ccccc2)nc1-c1cccnc1)N1CCN(Cc2c(F)cccc2Cl)CC1 | -16 | -8
O=C(COC(=O)CC12CC3CC(CC(Br)(C3)C1)C2)NC(=O)NCc1ccco1 | -2 | -5
CC1(C)Cc2c(sc(NC(=O)c3ccccc3Cl)c2C(=O)O)CO1 | -7 | 5
CCC(C(=O)NC1CCCCC1)n1c(SCc2cccc(C)c2)nc2ccncc21 (stereo unspecified) | -12 | -4
O=C(Cc1cscn1)c1ccc(O)cc1O | -19 | 5
COc1ccc(NC(=S)NC23CN4CN(CN(C4)C2)C3)c(OC)c1 | 15 | 17
CN1C(=O)/C(=C2\SC(N)=NC2=O)c2ccccc21 | 0 | 1
CC1CCCC(C)N1C(=O)COc1ccc([N+](=O)[O-])cc1Cl (stereo unspecified) | -5 | -1
CN(CCC1CCOCC1)C(=O)CC1C(=O)NCCN1Cc1ccoc1 (stereo unspecified) | 148 | -113
CCC(=O)Nc1cccc(-c2nc3ccccc3c(=O)o2)c1 | -21 | 3
COc1cccc(NC(C)C(=O)Nc2cc([N+](=O)[O-])ccc2Cl)c1 (stereo unspecified) | -2 | -5
COc1ccc(NC(=O)COc2coc(CN3CCN(c4ccccc4)CC3)cc2=O)cc1 | -8 | -8
c1ccc(C2(Cn3ccc4ccccc43)OCCO2)cc1 | -168 | 9
Cc1ccc(NC(=O)Cn2ccsc2=N)cc1S(=O)(=O)N(C)C | 1 | 2
COc1ccccc1CCNS(=O)(=O)c1cn(C)c(=O)n(C)c1=O | -13 | 5
O=C1CC(c2ccccc2)=NO1 | 12 | 1
CC1=C(C(=O)N(C)C)CC(CC(=O)NCCc2ccccn2)C(=O)N1CCCN1CCCC1=O (stereo unspecified) | -7 | 10
O=C(NCC(c1ccco1)N1CCN(c2ccc(F)cc2)CC1)C(=O)NC1CC1 (stereo unspecified) | -1 | 3
COc1cc(OC)c2c(c1)O/C(=C\c1ccccc1)C2=O | -10 | 9
COc1ccccc1-c1nn(-c2ccccc2)cc1C(=O)N1CCc2ccccc2C1 | 2 | 2
Cc1ccc(NC(=O)C2C3CCC(O3)C2C(=O)O)c(Br)c1 (stereo unspecified) | -7 | 5
C=C[C@@H]1c2ccccc2N(S(=O)(=O)c2ccc(C)cc2)[C@H](c2ccccc2)C1(C#N)C#N | -1 | 5
COCCCNC(=O)CCn1c(=O)c2ccccc2n(Cc2cccc([N+](=O)[O-])c2)c1=O | -16 | 14
CC(=O)c1ccc(N2CCN(C(=O)c3cccc(Oc4ccccc4)c3)CC2)cc1 | -14 | 9
O=C(Cc1coc2cc3c(cc12)CCC3)OCC(=O)N1CCCC1=O | 1 | -8
CCCCc1c(O)nc(SCC(=O)c2ccccc2)n(-c2ccccc2OC)c1=O | 5 | -9
O=C(CCN=C1NS(=O)(=O)c2ccccc21)Nc1ccc(Cl)cc1F | 8 | 0
Cc1ccc(NC(=O)c2ccc(OCC3CCCO3)cc2)c(C)c1 (stereo unspecified) | -7 | -7
CC(=O)Nc1ccc(S(=O)(=O)NCCC(=O)OCc2csc(CC(=O)Nc3ccccc3C)n2)cc1 | -4 | -12
CCOC(=O)N1CCC(NC(=O)c2cc(C(=O)NCc3ccc(F)cc3)ccc2CO)CC1 | -10 | -3
CC(CCc1ccccc1)NC(=O)C1CCC1 (stereo unspecified) | -7 | 0
O=C(COc1ccccc1C(=O)O)Nc1cccc2ccccc12 | 3 | 4
Cc1cccnc1NC(=O)c1ccc(OCC2CCCO2)cc1 (stereo unspecified) | -8 | 0
O=C(NCCc1c[nH]c2ccccc12)c1cncc(Br)c1 | 3 | -5
COCCCNC(=S)N(Cc1ccccc1)Cc1ccc(F)cc1 | -10 | 2
COc1ccc2cc(CCNC(=O)C(C)(C)C)c(=O)[nH]c2c1 | -2 | -9
CN(C)c1cccc(N(C)C)c1CNC(=O)C(C)(C)C | -4 | -2
Cc1ccc2oc(=O)c(/C=C(\O)c3ccco3)nc2c1 | 9 | 1
COc1ccc(C(C)(NC(C)=O)c2nc(-c3cccc(NC(C)=O)c3)cs2)cc1 (stereo unspecified) | -4 | 1
COC(=O)[C@]1(Cc2ccccc2)N[C@H](CN(C)S(=O)(=O)c2ccc(C(C)(C)C)cc2)[C@@H]2C(=O)N(C)C(=O)[C@@H]21 | -3 | 6
CCCCC1=CC2=CC(=O)C(C)(OC(=O)CC)C(=O)C2=CN1C(CO)CO (stereo unspecified) | 4 | -10
Cn1ncc2c(=O)[nH]cnc21 | 3 | 18
CN(C)c1ccc(C(=N)Cc2ccc3ccccc3n2)cc1 | -34 | 25

These rows are one share of the data (hit frequency here may not be typical).
